Compound activity from PubChem.
Gli-Sufu antag – antagonists of Gli-Sufu signaling; Sufu-KO-LIGHT fibroblasts, Gli luciferase reporter luminescence; inhibition, % at 5 µM; 340,000 tested, 0.74% active;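 active = inhibition above about 55%, limit read from the data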;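 also: 0% = DMSO-treated cells and 100% = wells with medium but no cells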
EBI2 antag – blocks human EBI2 receptor beta-arrestin signaling. P32249. EBI2 beta-arrestin recruitment, luminescence, 7a,25-OHC stimulated. inhibition, % at 5 µM. 360,000 tested, 0.81% active; in the data active = inhibition above about 38%;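 also: enzyme fragment complementation signal reports receptor beta-arrestin coupling in cells; 0% = agonist plus DMSO wells and 100% = wells without agonist; some results beyond the cut were filed as inactive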
Target sequence (P32249 whole entry, looked up, the tested form may be a part): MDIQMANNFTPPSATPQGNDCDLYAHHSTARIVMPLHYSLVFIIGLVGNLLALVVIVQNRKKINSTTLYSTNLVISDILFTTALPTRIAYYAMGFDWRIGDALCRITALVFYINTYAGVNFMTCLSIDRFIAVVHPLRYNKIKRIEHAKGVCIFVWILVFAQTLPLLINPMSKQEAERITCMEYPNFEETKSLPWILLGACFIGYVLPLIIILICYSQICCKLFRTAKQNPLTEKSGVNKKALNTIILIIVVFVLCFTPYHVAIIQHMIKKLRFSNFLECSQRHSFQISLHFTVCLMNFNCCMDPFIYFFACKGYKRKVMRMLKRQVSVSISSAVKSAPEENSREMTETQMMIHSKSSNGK
CCR6 antag – CCR6 (human) receptor antagonism | P51684 | CHO-K1 CCR6 PathHunter beta-arrestin, luminescence, CCL20-stimulated | inhibition, % at 20 µM | 340,000 tested, 0.49% active;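 active = compounds whose inhibition of the agonist-driven luminescence signal at 20 µM reaches about 50%, limit read from the data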;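 also: cells stimulated with CCL20 at 14 nM final; plate controls were DMSO with CCL20 for no effect and DMSO without agonist for full effect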
Target sequence (P51684 whole entry, looked up): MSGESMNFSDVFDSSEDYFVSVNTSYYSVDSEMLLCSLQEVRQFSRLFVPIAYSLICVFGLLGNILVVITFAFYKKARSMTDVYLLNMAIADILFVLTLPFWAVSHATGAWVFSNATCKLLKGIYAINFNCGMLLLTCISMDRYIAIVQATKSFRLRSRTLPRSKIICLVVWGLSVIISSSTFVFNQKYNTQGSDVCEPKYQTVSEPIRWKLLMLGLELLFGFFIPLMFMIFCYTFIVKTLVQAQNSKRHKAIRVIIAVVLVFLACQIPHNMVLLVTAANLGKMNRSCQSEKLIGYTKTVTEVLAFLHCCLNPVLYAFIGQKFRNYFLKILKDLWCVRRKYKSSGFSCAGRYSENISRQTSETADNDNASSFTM
Jurkat NFkB inh – lowers PMA/ionomycin-induced NF-kB signal in Jurkat cells; PMA/ionomycin-induced NF-kB luciferase reporter, luminescence; inhibition, % at 4 µM; 330,000 tested, 0.53% active
697 NFkB inh – inhibitors of the PMA/ionomycin-induced NF-kB reporter in 697 B cells; 330,000 tested, 0.33% active; 697 B-cell NF-kB luciferase reporter, 16 h; AID 435022; inhibition, % at 4 µM; in the data active = inhibition above about 35%
SENP8 block – SENP8 protease inhibition; AID 2540; Q96LD8; purified SENP8, Z-RLRGG-aminoluciferin cleavage, luminescence; 330,000 tested, 1.2% active; inhibition, % at 10 µM
Target sequence (Q96LD8 whole entry, looked up): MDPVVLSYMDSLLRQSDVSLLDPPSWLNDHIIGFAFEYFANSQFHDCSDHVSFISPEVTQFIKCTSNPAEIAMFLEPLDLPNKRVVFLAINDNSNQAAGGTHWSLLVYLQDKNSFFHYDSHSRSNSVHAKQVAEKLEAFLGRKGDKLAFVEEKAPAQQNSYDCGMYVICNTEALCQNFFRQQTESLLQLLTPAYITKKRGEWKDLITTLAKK
UBC13 inh – human UBC13 polyubiquitination inhibition; P61088; UBC13 polyubiquitin chain formation, TR-FRET; inhibition, % at 20 µM; 330,000 tested, 0.47% active; AID 485273; in the data active = inhibition above about 45%, passing the limit was not always enough
Target sequence (P61088 whole entry, looked up): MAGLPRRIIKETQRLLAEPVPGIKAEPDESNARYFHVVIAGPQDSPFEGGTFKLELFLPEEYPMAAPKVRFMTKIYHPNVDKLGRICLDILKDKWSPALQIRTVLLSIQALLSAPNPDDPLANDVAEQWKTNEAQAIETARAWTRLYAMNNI
Apaf-1 inh – inhibitors of human Apaf-1 apoptosome. 330,000 tested, 0.71% active. inhibition, % at 20 µM. reconstituted apoptosome caspase-3 activity, DEVD-Rh110 fluorescence. O14727. AID 489030; active = inhibition of at least 40% at 20 µM;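 also: plate controls were DMSO wells for no effect and DEVD-CHO caspase inhibitor wells for full effect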
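detection = Rh110 fluorescence intensity | test system = biochemical Apaf-1 apoptosome reconstitution | also added = cytochrome c and DEVD-Rh110 substrate | schedule = 30 min plus 50 min, RT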
Numbers without * were called inactive; . = no result given. Rule as the data show it, unless noted: active = inhibition above about 50%; inactive = the rest. Not all compounds are listed; rates above refer to the full screens.

The first 2 compounds, ahead of the listing:
SMILES	Gli-Sufu antag	EBI2 antag	CCR6 antag	Jurkat NFkB inh	697 NFkB inh	SENP8 block	UBC13 inh	Apaf-1 inh
O=C(CCN1C(=O)C2CCCCC2C1=O)NNC(=O)c1cccc(Cl)c1 (centres undefined)	3	-22	12	-31	-16	-2	-8	-13
CCc1ccc(CNC(=O)c2ccc(OC)c(OC3CCN(C(C)C)CC3)c2)nc1	19	2	9	2	-2	-2	4	-25

Main list, from the first entry:
SMILES	Gli-Sufu antag	EBI2 antag	CCR6 antag	Jurkat NFkB inh	697 NFkB inh	SENP8 block	UBC13 inh	Apaf-1 inh
O=C(CCN1C(=O)C2CCCCC2C1=O)NNC(=O)c1cccc(Cl)c1 (centres undefined)	3	-22	12	-31	-16	-2	-8	-13
CCc1ccc(CNC(=O)c2ccc(OC)c(OC3CCN(C(C)C)CC3)c2)nc1	19	2	9	2	-2	-2	4	-25
CCOC(=O)c1cnc2ccc(Cl)cc2c1Nc1ccc(S(=O)(=O)Nc2ncccn2)cc1	-1	-8	10	3	7	-7	-3	0
Cc1ccc(NC(=S)N(CCCN2CCOCC2)Cc2cccs2)c(C)c1	0	-19	-1	3	-18	-4	-5	-6
CCOP(=O)(OCC)C(NC(=O)c1cccs1)C(F)(F)F (centres undefined)	-2	-19	5	8	3	-4	7	-7
CCC(C(=O)NCCc1c[nH]c2cc(OC)ccc12)c1ccccc1 (centres undefined)	22	16	13	-16	13	-3	35	0
COc1cc(C(C)=O)ccc1OC(=O)c1cc2cccc(OC)c2oc1=O	-1	-7	-3	2	13	-6	-2	-5
Cc1ccc(S(=O)(=O)N2CCSC2C(=O)O)cc1 (centres undefined)	2	3	10	-9	4	-10	3	-16
Cc1ccc(NC(=O)CN(C)Cc2ccc(F)cc2)c([N+](=O)[O-])c1	8	5	20	2	9	-2	0	24
CCOC(=O)[C@@H]1[C@H]2COc3cc(OC)ccc3[C@@H]2N2C(=O)N(c3ccc(F)cc3)C(=O)[C@@]12C	-12	-1	-6	-25	-10	-8	-12	18
O=C(O)C1CCCN1C(=O)C12CC3CC(CC(C3)C1)C2 (centres undefined)	1	-3	0	15	9	9	8	-4
O=C(Nc1ccccc1)C1CCCCC1	-8	5	19	0	19	1	10	-6
CCCCCC(=O)N1CCN(c2ccc(C(C)=O)cc2F)CC1	-12	-6	1	-1	-12	-12	-7	13
O=C(c1ccc(F)cc1)N1CCC(C(=O)N2CCN(S(=O)(=O)c3cccc(F)c3)CC2)CC1	4	-1	11	1	-15	1	0	-2
CCOc1ccc(NC(=O)COc2ccc(C(=O)NC3CCCc4ccccc43)cc2OC)cc1 (centres undefined)	-1	-2	17	2	6	-10	-11	-2
Cc1ccccc1Nc1nc(N)nc(CSc2nnc3sc4ccccc4n23)n1	4	5	2	3	-52	-1	-5	11
Cc1ccc(S(=O)(=O)N2CCOCC2)cc1C(=O)OCC(=O)NCc1ccccc1	-4	-6	8	-3	7	-8	5	5
CCOC(=O)C1(Cc2cccc(Cl)c2)CCCN(C(=O)c2occc2C)C1 (centres undefined)	12	7	19	-4	-29	-1	-2	11
O=C(O)/C=C/c1cccnc1	-4	-4	1	1	16	-7	-8	-17
CC1CCCCN1C(=O)COC(=O)c1cc(-c2cccs2)nn1-c1ccccc1 (centres undefined)	-4	-1	5	9	8	-7	4	8
COc1ccc(-n2c(Cc3cccn3C)nnc2SCC(=O)Nc2ccc3c(c2)OCO3)cc1	-8	14	5	4	-1	8	10	-5
O=C(NCCC(c1ccccc1)c1ccco1)c1cccs1 (centres undefined)	-24	-8	9	-10	-25	-6	-4	7
O=C(CSc1nnc(NCc2ccccc2)s1)NC1CCS(=O)(=O)C1 (centres undefined)	-2	-3	2	-1	8	-8	-4	0
CC1C/C(=N/NC(=O)c2cccc(F)c2)c2ccc(O)cc2C1 (centres undefined)	6	-8	-3	6	17	1	3	-1
CN(C)c1ccc(C2C3=C(CCCC3=O)OC3=C2C(=O)CCC3)cc1	3	-6	-13	-16	11	7	-3	7
More compounds:
SMILES	Gli-Sufu antag	EBI2 antag	CCR6 antag	Jurkat NFkB inh	697 NFkB inh	SENP8 block	UBC13 inh	Apaf-1 inh
COc1ccc(-c2nnn(CC(=O)N(CC(=O)NC3CCCC3)Cc3ccco3)n2)cc1OC	4	0	0	-7	-20	-6	-13	8
Cc1cc(C)c(NS(=O)(=O)c2ccc3c(c2)n(C)c(=O)n3C)c(C)c1	-5	-4	-3	2	7	5	9	1
c1ccc(Cn2nnc3c(NCc4ccc5c(c4)OCO5)nc(C4CC4)nc32)cc1	-4	6	1	12	-17	2	-6	2
C/C(=N/N1CCN(Cc2cccc3ccccc23)CC1)c1ccco1	1	-4	7	1	14	0	2	1
C=CCNCCCCOc1c(Cl)cc(C)cc1Br	0	-3	8	-18	4	-2	10	-5
c1ccc(-c2nc(CSc3nnnn3-c3ccccc3)cs2)cc1	0	6	7	-20	-10	-17	1	-1
O=C(c1cccs1)C1C(c2ccc(Br)cc2)NC(=S)NC1(O)C(F)(F)F (centres undefined)	-44	-7	14	3	-22	-6	9	-4
COc1ccc(CC(=O)Nc2ccccc2C(=O)N2CCOCC2)cc1OC	3	4	-1	-3	-12	-12	-10	-10
Cc1cc(/C=N/NC(N)=O)c(C)n1-c1ccc(F)cc1	12	8	15	-14	21	3	-11	3
COc1cc2[nH]c(C(=O)N(C)C3CCS(=O)(=O)C3)cc2c(OC)c1OC (centres undefined)	-14	-3	-5	-5	-5	5	-5	2
Cc1ccc(Cl)c(NC(=O)CCl)c1Cl	4	-9	6	16	26	-5	-8	4
Cc1cc(C)cc(OCC(=O)N(Cc2ccc(N(C)C)cc2)C2CCS(=O)(=O)C2)c1 (centres undefined)	5	0	12	-7	-5	5	5	-1
COC(=O)Cn1c2ccc(OC)cc2c2nc3ccccc3nc21	-1	15	5	-6	8	7	-22	-16
Cc1cc(-c2nnc3sc(-c4ccc(Cl)cc4Cl)nn23)n[nH]1	4	7	-3	15	4	-1	-1	15
CS(=O)(=O)c1ccc(C(=O)N2CCN(Cc3ccccc3)CC2)cc1	1	-5	-7	-2	0	-7	0	3
COc1ccc(OC)c(C2CC(=O)N3CN(c4ccccc4)CSC3=C2C#N)c1 (centres undefined)	1	-8	21	6	14	4	-9	14
COc1ccc(-c2noc(CN3CCCC(OCc4ccccn4)C3)n2)cc1 (centres undefined)	-7	3	7	0	-3	-2	13	-17
Cc1ccc(C2C(C(=O)c3cccs3)=C(O)C(=O)N2c2ccc(S(N)(=O)=O)cc2)cc1 (centres undefined)	-2	-2	18	-14	7	-11	-9	3
CSc1ccc(/C=N/NC(=O)CN2CCN(Cc3ccccc3)CC2)cc1	-8	50*	13	-1	1	2	7	4
O=C(NNC(=O)c1cc(-c2ccncc2)nc2ccccc12)c1ccccc1F	-10	-6	14	-19	-7	6	-1	-7
Cc1ccc(CN(c2ccc(C(=O)NCC3CCCO3)cc2)S(C)(=O)=O)cc1 (centres undefined)	-1	-7	11	9	20	-6	-2	-2
Cc1cc(NS(=O)(=O)c2ccc(NC(=O)CSc3nnc(-c4ccco4)n3Cc3ccco3)cc2)nc(C)n1	-4	-12	7	-13	0	1	-2	0
Cc1nn(C)c(C(=O)N/N=C/c2cccc3ccccc23)c1Cl	-12	9	15	-4	-9	-19	-10	5
O=C(O)C1C2C=CC(C2)C1C(=O)NCc1cccc(Cl)c1 (centres undefined)	15	-1	-3	10	3	-8	9	-14
Cc1c(CN2CCC(Oc3ccc(C(=O)N4CCCCC4)cc3)CC2)cnn1C	7	-1	-8	18	12	-1	4	-9

Single records, from the list above. Order of screens: Gli-Sufu antag, EBI2 antag, CCR6 antag, Jurkat NFkB inh, 697 NFkB inh, SENP8 block, UBC13 inh, Apaf-1 inh
Shown for Cc1ccc(CN(c2ccc(C(=O)NCC3CCCO3)cc2)S(C)(=O)=O)cc1 (centres undefined) : -1, -7, 11, 9, 20, -6, -2, -2
Shown for Cc1cc(/C=N/NC(N)=O)c(C)n1-c1ccc(F)cc1 : 12, 8, 15, -14, 21, 3, -11, 3
Shown for CCOc1ccc(NC(=O)COc2ccc(C(=O)NC3CCCc4ccccc43)cc2OC)cc1 (centres undefined) : -1, -2, 17, 2, 6, -10, -11, -2
Shown for Cc1ccc(NC(=O)CN(C)Cc2ccc(F)cc2)c([N+](=O)[O-])c1 : 8, 5, 20, 2, 9, -2, 0, 24
Shown for Cc1cc(NS(=O)(=O)c2ccc(NC(=O)CSc3nnc(-c4ccco4)n3Cc3ccco3)cc2)nc(C)n1 : -4, -12, 7, -13, 0, 1, -2, 0

Additional compounds
SMILES	Gli-Sufu antag	EBI2 antag	CCR6 antag	Jurkat NFkB inh	697 NFkB inh	SENP8 block	UBC13 inh	Apaf-1 inh
S=C(Nc1ccc(Cl)cc1Cl)Nn1cnnc1	13	13	10	-1	1	3	-2	0
N#CC(c1ccc(Cl)cc1)(c1ncc(C(F)(F)F)cc1Cl)N1CCOCC1 (centres undefined)	21	2	17	-17	8	6	-6	5
CSc1ccccc1NC(=O)CN(C)CC(=O)c1c(C)[nH]c2ccccc12	3	-11	5	9	12	-1	16	6
CCC(=O)N1c2ccccc2NC2=C(C(=O)CC(C)(C)C2)C1c1cccnc1 (centres undefined)	0	-20	0	4	-12	4	-4	-14
FC(F)(F)C1=Nc2cccc3cccc(c23)N1	6	-5	80*	-8	-17	12	-46	66*
CSc1nnc(C)c(/C=C/NOCc2cccc(F)c2)n1	-4	-3	-10	2	-4	3	-13	7
O=[N+]([O-])c1cccc(CN2CCCCCC2)c1	12	-3	17	-27	-65	3	-4	3
O=C(CS(=O)(=O)c1ccccc1)Nc1ccc(N2CCOCC2)cc1	-10	-3	-13	-16	8	1	2	-2
COc1ccc(C(=O)Nc2ccc(C(=O)c3ccccc3)cc2)cc1	12	0	6	17	-1	1	7	-385
COc1ccc(NC(=S)N(Cc2ccccn2)Cc2ccccc2Cl)cc1	4	12	0	-10	-9	-1	1	2
c1ccc(Cc2noc(CN3CCCN(C4Cc5ccccc5C4)CC3)n2)cc1	-13	-9	11	-8	-1	-4	24	-4
O=c1c(/C=N/N2CCOCC2)c(C(F)(F)F)[nH]n1-c1ccccc1	3	-3	-3	14	8	-8	13	-3
CCOc1ccc(N2CC(C(=O)N3CC(C)OC(C)C3)CC2=O)cc1 (centres undefined)	31	-4	0	-8	-6	1	2	5
CCOC(=O)C1CCN(C(=S)Nc2ccc(Cl)cc2C)CC1	2	-8	5	-10	-7	-12	-18	0
CC(NC(=O)Cc1ccc(NS(=O)(=O)c2cccc(C(F)(F)F)c2)cc1)c1ccccn1 (centres undefined)	-6	8	12	7	-3	0	-3	9
CC(=O)NC(Cc1c[nH]c2ccccc12)C(=O)NCc1ccc2c(c1)OCO2 (centres undefined)	-2	-3	8	-7	18	-5	6	-1
CCOC(=O)c1ccc(NC(=O)c2nc[nH]c2C(=O)N[C@@H](Cc2ccccc2)C(=O)OC(C)(C)C)cc1	2	-17	-6	7	-10	-8	-12	21
O=C(COC(=O)Cc1ccccc1F)Nc1cccc(S(=O)(=O)NC2=NCCCCC2)c1	-3	-7	15	-1	10	1	7	-2
O=C(/C=C/c1ccc(F)cc1)Nc1nc2ccccc2[nH]1	.	.	.	-119	-114	-4	-2	-10
Cc1csc(NC(=O)CSc2nnc(-c3ccoc3C)n2CCc2ccccc2)n1	-1	10	6	-1	-48	-1	1	20
CCOC(=O)C(C)Oc1ccc2c(-c3cccc([N+](=O)[O-])c3)cc(=O)oc2c1 (centres undefined)	-1	7	15	11	-6	-11	7	0
COc1ccc(NC(=O)c2c(N)no[n+]2[O-])c(OC)c1	2	-6	7	2	9	0	-4	-21
O=C(c1ccc2c(=O)n3c(nc2c1)CCCCC3)N1CCN(c2ccccc2F)CC1	-1	-7	4	2	-2	7	-6	6
COc1ccc(CNC(=O)c2c[nH]c3ccccc3c2=O)cc1	-12	1	-1	-9	2	-1	-4	-15
COc1ccc(-c2cccc(NC(=O)COc3ccc(Cl)cc3)c2)nn1	-8	1	0	0	-2	-14	2	17
COc1ccc(Oc2nc(C)nc3c2oc2ccccc23)cc1	-2	6	8	12	-49	-14	-1	3
CC(C)(C)CN1C(N)=NC[C@H]1Cc1ccc(O)cc1	-2	1	-2	-5	-3	-9	1	-3
CCOC(=O)NC(NCc1ccccc1)(C(F)(F)F)C(F)(F)F	30	0	2	-3	-1	-6	10	-3
Cc1nc(/N=C\N(C)C)sc1C(=O)Nc1ccccc1	-25	2	4	-18	3	-8	-9	-5
Cc1ccc(C(=O)N2CCN(C(=O)c3ccco3)CC2)cc1NC(=O)c1ccco1	25	-2	10	-25	4	-12	3	1
